Compound activity from PubChem BioAssay.
SIRT5 inh: sirtuin-5 (human) deacylase inhibition | inhibition, % at 15 µM | Purified SirT5, succinyl-peptide AMC, trypsin-coupled fluorescence | 330,000 tested, 1.1% active | Q9NXA8; in the data active = inhibition above about 15%; inconclusive = no clear call, values can overlap the other calls
Target sequence (Q9NXA8 whole entry, looked up): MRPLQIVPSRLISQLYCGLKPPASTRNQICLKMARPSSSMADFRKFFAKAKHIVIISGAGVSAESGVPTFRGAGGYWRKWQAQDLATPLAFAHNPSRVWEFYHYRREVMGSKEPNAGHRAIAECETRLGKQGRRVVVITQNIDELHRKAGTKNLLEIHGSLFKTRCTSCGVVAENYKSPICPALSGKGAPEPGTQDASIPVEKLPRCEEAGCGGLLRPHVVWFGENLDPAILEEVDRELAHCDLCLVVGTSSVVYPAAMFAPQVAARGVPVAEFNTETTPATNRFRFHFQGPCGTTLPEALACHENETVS
Casp6 inh: caspase-6 (human) enzyme inhibition; inhibition, % at 12.5 µM; 350,000 tested, 0.53% active; P55212; purified caspase-6, Z-VEID-R110 cleavage fluorescence;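 active = mean inhibition across replicates at least about 35%, with every replicate also reaching that limit, limit read from the data; inconclusive = only one of the two criteria met; inactive = neither criterion met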;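 note: 0% = median of neutral control wells and 100% = no fluorescence left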
Target sequence (P55212 24-179 limits assumed): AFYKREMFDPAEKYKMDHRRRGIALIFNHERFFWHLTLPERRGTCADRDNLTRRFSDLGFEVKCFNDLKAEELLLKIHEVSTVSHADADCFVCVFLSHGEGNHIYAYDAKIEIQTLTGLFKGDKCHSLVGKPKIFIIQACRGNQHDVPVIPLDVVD
Target sequence (P55212 194-293 limits assumed): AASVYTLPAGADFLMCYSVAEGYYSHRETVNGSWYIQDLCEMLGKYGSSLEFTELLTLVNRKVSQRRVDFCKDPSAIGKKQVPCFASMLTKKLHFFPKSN
esBAF inh: inhibitors of esBAF chromatin remodeling in mouse ES cells | Bmi1-luciferase knock-in reporter, 24 h; 100% = twice the neutral-well signal | reporter increase, % at 12.5 µM | 350,000 tested, 2% active; in the data active = activation above about 40%; inconclusive = no clear call, values can overlap the other calls;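 note: 0% = median of the plate's neutral control wells and 100% = double that signal; a rise in the Bmi1 reporter signal indicates esBAF inhibition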
S100A4 inh HTS: blocks human S100A4 binding to myosin IIA peptide. P26447. S100A4/TAMRA-MyoIIA peptide fluorescence polarization. inhibition, % at 10.7 µM. 360,000 tested, 0.14% active. AID 652163;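 active = mean inhibition of at least 70% across replicates, with every replicate also reaching that level; inconclusive = mean inhibition reaches 70% but some replicates fall short; inactive = mean inhibition below 70%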
Target sequence (P26447 whole entry, looked up): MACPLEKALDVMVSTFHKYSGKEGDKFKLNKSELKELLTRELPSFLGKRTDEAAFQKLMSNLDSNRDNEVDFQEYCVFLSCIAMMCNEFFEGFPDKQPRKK
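Material: S100A4 monomer protein / Buffer or medium: 50 mM HEPES pH 7.2, 10 mM CaCl2, 100 mM KCl / Times: 5 min incubation before reading / Benchmarks: neutral control DMSO, positive control TFP / Reagent: labelled myosin peptide probe, 5 nM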
Statin myotox sup: suppression of simvastatin myotoxicity; AID 602340; 330,000 tested, 0.78% active; rescue of ATP level, % at 7.49 µM; C2C12 myotubes + simvastatin, ATP luminescence, 48 h; scaled: DMSO 0, geranylgeraniol control 100;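 active = mean ATP rescue above about 67%, or every replicate alone reaching that limit, limit read from the data, passing the limit was not always enough; inconclusive = no clear call, values can overlap the other calls; inactive = mean under the limit and some replicate under it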;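 note: myotubes were challenged with 10 µM simvastatin during compound exposure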
FN deposit inh: fibronectin deposition inhibition; AH1F fibroblasts, Alexa488-fibronectin deposition fluorescence, overnight; inhibition, % at 12.6 µM; 350,000 tested, 0.086% active; AID 743247;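 active = mean inhibition across replicates of 30% or more, regardless of how many single replicates reach that level; inconclusive = mean under 30% yet at least half of replicates reach 30%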;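 note: positive control wells lacked labelled fibronectin entirely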
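Material – AH1F fibroblast monolayer, labelled fibronectin deposition · Reagent – labelled fibronectin 24 nM · Timing – 1 h adhesion, overnight exposure · Measured by – fluorescence at 485 nm excitation, 525 nm emission · Read-out – inhibition of fibronectin deposition signal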
LGR2 inh: Drosophila LGR2 receptor signaling inhibition. 380,000 tested, 0.35% active. AID 720647. inhibition, % at 9.99 µM. HEK293 LGR2, CRE-luciferase, bursicon-stimulated, 4 h;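 active = drop in luminescence signal, shown as inhibition above about 50% in the replicate tests, limit read from the data, passing the limit was not always enough; inconclusive = probably only some replicates passing the limit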;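 note: agonist challenge used bursicon conditioned medium at about half maximal strength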
The depositor's hits bear a star; ? = inconclusive; nt = no result given; & = joins results of further samples. An excerpt; rates above refer to the full screens.

SMILES,esBAF inh,Casp6 inh,Statin myotox sup,FN deposit inh,LGR2 inh,SIRT5 inh,S100A4 inh HTS
CC(C)(C)N(Cc1ccccc1)C(=O)COC(=O)C1=NN(c2ccccc2)C(=O)CC1,-2,1,16,3,1,0,19
COc1ccc(CCNC(=O)c2coc(=O)c(Br)c2)cc1,nt,-1,nt,1,-27,7,1
O=C(C[C@@H]1CC[C@H]2[C@@H](COC[C@H](O)CN2Cc2cc(F)ccc2F)O1)N1CCc2ccccc2C1,1,2,15,5,0,6,7
COc1cc(NC(=O)CCC(=O)O)nc(OC)n1,-4,nt,-1,-7,-9,nt,nt
COC(C[C@H](O)[C@@H](C)[C@@H](O)COCc1ccccc1)OC,-2,1,-6,-11,-4,-1,-1
COc1ccc(OCCSc2nc3nc(C)cc(C)n3n2)cc1,nt,-2,nt,nt,-18,1,0
COc1ccc([C@H]2C[C@H](O)[C@@H](n3cc(-c4ccc(F)cc4)nn3)CN2C(=O)c2cccs2)cc1,-4,3,11,4,-19,-6,0
COc1cc(NC(=O)CNC(=O)Cn2c(C)cc3ccccc3c2=O)cc(OC)c1OC,2,-2,-2,-3,7,-7,3
C[C@H](CO)N1C[C@H](C)[C@@H](CN(C)S(=O)(=O)c2cn(C)cn2)Oc2c(NS(=O)(=O)c3ccccc3)cccc2C1=O,-3,-2&3,0,2,4&-1,-8&0,1&2
C/C(=N\NC(=O)C(O)c1ccccc1)c1ccc(Cl)s1 (stereo not given),0,2,-2,0,9,-1,0
CCOC(=O)Cc1csc(NC(=O)CCC(=O)O)n1,nt,-1,nt,-7,nt,-2,8
N/C(=N\N=C\c1cccc(O)c1)c1nonc1N,-7,-2,-4,0,18,1,5
CO[C@H]1CN(C)C(=O)c2ccc(NS(=O)(=O)c3cccc(C)c3)cc2OC[C@@H](C)NC[C@@H]1C,-5,0,0,13,20,-4,8
COc1ccc(C(C(=O)NCc2ccccc2)N(C(=O)c2snc(C(N)=O)c2N)c2ccccc2OC)cc1OC (stereo not given),1,-1,-5,-3,-10,nt,5
CN1CCN(S(=O)(=O)c2ccc(N3CCN(C(=O)c4ccccc4)CC3)nc2)CC1,-7,0,3,nt,-2,0,-3

Sorted by heavy-atom count (highest first): ten of the compounds above.
SMILES,esBAF inh,Casp6 inh,Statin myotox sup,FN deposit inh,LGR2 inh,SIRT5 inh,S100A4 inh HTS
COc1ccc(C(C(=O)NCc2ccccc2)N(C(=O)c2snc(C(N)=O)c2N)c2ccccc2OC)cc1OC (stereo not given),1,-1,-5,-3,-10,nt,5
C[C@H](CO)N1C[C@H](C)[C@@H](CN(C)S(=O)(=O)c2cn(C)cn2)Oc2c(NS(=O)(=O)c3ccccc3)cccc2C1=O,-3,-2&3,0,2,4&-1,-8&0,1&2
O=C(C[C@@H]1CC[C@H]2[C@@H](COC[C@H](O)CN2Cc2cc(F)ccc2F)O1)N1CCc2ccccc2C1,1,2,15,5,0,6,7
COc1ccc([C@H]2C[C@H](O)[C@@H](n3cc(-c4ccc(F)cc4)nn3)CN2C(=O)c2cccs2)cc1,-4,3,11,4,-19,-6,0
CO[C@H]1CN(C)C(=O)c2ccc(NS(=O)(=O)c3cccc(C)c3)cc2OC[C@@H](C)NC[C@@H]1C,-5,0,0,13,20,-4,8
CC(C)(C)N(Cc1ccccc1)C(=O)COC(=O)C1=NN(c2ccccc2)C(=O)CC1,-2,1,16,3,1,0,19
CN1CCN(S(=O)(=O)c2ccc(N3CCN(C(=O)c4ccccc4)CC3)nc2)CC1,-7,0,3,nt,-2,0,-3
COc1ccc(OCCSc2nc3nc(C)cc(C)n3n2)cc1,nt,-2,nt,nt,-18,1,0
COc1ccc(CCNC(=O)c2coc(=O)c(Br)c2)cc1,nt,-1,nt,1,-27,7,1
N/C(=N\N=C\c1cccc(O)c1)c1nonc1N,-7,-2,-4,0,18,1,5

Next part
SMILES,esBAF inh,Casp6 inh,Statin myotox sup,FN deposit inh,LGR2 inh,SIRT5 inh,S100A4 inh HTS
Nc1cccc(N=[N+]([O-])c2cccc(N)c2)c1,77*,-1,4,-2,-114,nt,0
COc1cc(C(=O)COC(=O)Cc2cnc3sccn23)cc(OC)c1OC,2,1,-1,nt,-9,-2,1
Cc1cccc(CN2CCC(n3nccc3NC(=O)CCCc3ccccc3)CC2)c1,nt,-1,nt,nt,13,2,-2
COc1cc2[nH]c(=O)n(CCC(=O)N3CCN(Cc4ccccc4)CC3)c(=O)c2cc1OC,4,5,3,0,4,5,-7
CCC(=O)N1CCCCN2[C@H](CO)[C@H](c3ccc(C#Cc4ccccc4F)cc3)[C@H]2C1,0,nt,6,nt,-16,nt,nt
CCOC(=O)c1ccc(NC(=O)CCc2nc(-c3ccc(Cl)cc3)no2)cc1,9,nt,-7,-38,nt,nt,nt
O=C(O)c1ccccc1SC1CC(=O)N(c2ccc3c(c2)OCO3)C1=O (stereo not given),-1,-1,-3,nt,9,-5,0
Cc1noc(C)c1S(=O)(=O)Nc1ccc2c(c1)CC(=O)N([C@H](C)CO)C[C@H](C)[C@@H](CN(C)C(=O)Nc1ccc3c(c1)OCO3)O2,1,nt,-3,nt,-1,nt,nt
CSc1ccccc1NC(=O)COc1ccc(S(=O)(=O)N2CCCC2)cc1,6,nt,-4,1,nt,nt,nt
Nc1ccc2c(c1Cl)C(=O)c1ccc(N)c(Cl)c1C2=O,41,7,-1,0,-45,0,4
O=C1CCC(=O)N1c1ccc(S(=O)(=O)Nc2ccc(Br)cc2)cc1,-2,2,-9,1,-11,3,5
Cc1noc(C)c1NC(=O)Nc1ccc2c(c1)CC(=O)N([C@H](C)CO)C[C@H](C)[C@@H](CN(C)Cc1ccccc1)O2,1,-1,-2,nt,-11,8,4
CCCCNc1ccc(C(CC(N)=O)NC(=O)c2ccccc2)cc1[N+](=O)[O-] (stereo not given),11,nt,-7,-2,3,nt,nt
Cc1nc(-c2c(C(F)(F)F)noc2-c2ccc(O)cc2O)cs1,-6,2,25,nt,22,1,-3
CCOc1cc(/C=N/NC(=O)c2ccc3c(c2)OCCO3)cc(Br)c1O,?,-2,4,3,-31,5,2
COc1cccc(N(C(=O)c2ccco2)c2nc(-c3sc(NC(=O)c4ccco4)nc3C)cs2)c1,nt,-2,nt,16,14,nt,21
CCOC(=O)C1CCN(C(=O)c2ccc3c(c2)OCO3)CC1,-1,nt,5,-7,2,nt,nt
CCC(C(=O)Nc1cccc(S(=O)(=O)N(C)c2ccccc2)c1)c1ccccc1 (stereo not given),8,0,-8,5,4,-3,-4
COc1ccc(C(=O)NCc2nnc(SCC(=O)N3CCc4ccccc43)n2Cc2ccccc2)cc1,nt,2,nt,3,-5,-2,5
Cc1c(CC(=O)N[C@@H](C)C(=O)O)c(=O)oc2cc3occ(-c4ccccc4)c3cc12,nt,2,nt,3,-15,1,-4
CCCCCCCCCCn1ccc(=N)cc1,nt,-1,nt,4,36,-3,-1
CCOc1ccc(C(=O)NCC(=O)OCC(=O)N(C)CC(=O)Nc2ccccc2CC)cc1OCC,-4,4,-1,-22,-2,-5,-1
CCN(C[C@H]1N[C@@](C)(C(=O)OC)[C@H]2C(=O)N(C)C(=O)[C@@H]12)C(=O)c1ccccc1,-1,3,0,-10,-9,3,12
Cc1ccc(CNC(=O)C2CCN(S(=O)(=O)c3ccc4c(c3)CC(C)N4C(=O)C3CC3)CC2)cc1 (stereo not given),5,1,6,-2,-9,-6,-2
CC(C)C#Cc1ccc2c(c1)O[C@H](CN(C)C(=O)c1cccnc1)[C@H](C)CN([C@@H](C)CO)S2(=O)=O,2,1,15,nt,-15,3,0
C[C@H]1CN([C@@H](C)CO)S(=O)(=O)c2ccc(-c3cncnc3)cc2O[C@H]1CN(C)C(=O)C1CCC1,0,2,5,nt,7,6,7
Cc1cc(=O)c(C(=O)Nc2cccc(C(=O)NC3CC3)c2)nn1-c1ccccc1,3,-1,-3,-30,-2,-2,-15
CN(C(=O)c1ccccc1OCc1ccc(Cl)cc1)c1ccccc1,-8,1,-10,-3,-1,-1,-4
O=C(Cc1ccccc1)N[C@H]1C=C[C@H](CC(=O)N2CCCCC2)O[C@@H]1CO,-7,-1,13,1,9,1,3
CC(=O)c1ccc([C@@H]2C[C@]34CN(Cc5cccc(C(F)(F)F)c5)S(=O)(=O)[C@H]3C[C@H]2O4)cc1,-5,nt,-5,-9,-5,nt,nt
C[C@@H]1CN([C@@H](C)CO)S(=O)(=O)c2ccc(C#Cc3ccccn3)cc2O[C@@H]1CN(C)Cc1ccc(F)cc1,-4,1,-12,nt,13,6,8
O=C(NCc1ccccc1)NC1(C(=O)Nc2ccc3c(c2)OCCO3)CCCCC1,-13,nt,5,16,nt,nt,nt
O=C(COc1ccc([N+](=O)[O-])cc1)Nc1cccnc1,nt,1,nt,nt,4,0,-2
CC(=O)Nc1ccc(S(=O)(=O)NCCC(=O)NC2CCCCCC2)cc1,-1,-4,-10,11,0,2,5
CCOC(=O)N1CCN(C(=O)c2ccc(CN(c3ccc(C)c(C)c3)S(C)(=O)=O)cc2)CC1,1,nt,12,10,nt,nt,nt
COc1ccc(S(=O)(=O)N2CCCCC2)cc1NC(=O)c1cccc(S(=O)(=O)N2CC(C)OC(C)C2)c1 (stereo not given),9,9,18,1,5,-3,0
CN(C(=O)CCS(=O)(=O)c1ccc2c(c1)oc(=O)n2C)C1CCCCC1,8,1,-6,15,15,-3,3
O=C1C=C(NCc2ccco2)CCC1,0,3,20,nt,2,3,2
CC1=C(C(=O)NC(C)c2ccc3c(c2)OCCO3)C2(CCC(C)CC2)OC1=O (stereo not given),7,2,4,-3,-2,nt,2
C[C@H](CO)N1C[C@H](C)[C@@H](CN(C)S(=O)(=O)c2cn(C)cn2)Oc2cc(C#Cc3ccccc3)ccc2S1(=O)=O,-3,0,17,-7,22,-3,4
Cc1cc(C)c2c(N)c(C(=O)Nc3nccs3)sc2n1,-76,nt,-8,-4,nt,nt,nt
COc1ccc(-c2nc3c(s2)CCc2onc(-c4ccc(OC)cc4)c2-3)cc1,-3,-2,-15,4,-9,nt,-12
CC(C)N(c1ccccc1)c1ccc(NC(=S)NCCN(C)C)cc1,nt,-6,nt,-3,-7,-1,-5
